AMA1 RON2 block: disrupts binding of P. falciparum AMA1 to RON2 | AlphaScreen AMA1-biotinylated RON2 peptide binding | Potency, µM (highest dose often 58.2 µM), for inactives: at the highest dose activity change, negative = inhibition, usual class: inhibitors | 360,000 compounds, 0.2% hits | AID 720542;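 note: potency is the fitted concentration of half-maximal effect; 0% = vehicle wells and -100% = peptide control; nearly all actives have a fitted effect of over 45% in size; some results filed as inactive show a strong effect at the top dose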
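AMA1 (3D7) with his tag at 25 nM final met compounds first, then biotinylated RON2 peptide at 25 nM; detection used donor plus acceptor beads, 10 µg/mL apiece, read by AlphaScreen after 30 min at room temperature.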
CHX counter: affects cycloheximide protein synthesis inhibition readout, counter-screen | 300,000 compounds, 12% hits | max response, % | cell reporter, cycloheximide protein synthesis inhibition counterscreen; in the data active = max response mostly above about 13%, no sharp cut-off; inactive = mostly below about 14%; note: read at 38.3 µM for the half of the compounds with a filed dose; 0% is about no effect
AmpC no deterg: inhibitors of E. coli AmpC beta-lactamase without detergent; AmpC nitrocefin hydrolysis, absorbance 480 nm, 0.0001% Triton; Potency, µM (doses to about 57.1 µM), inactives show at the top dose activity change, negative = inhibition, most hits filed as inhibitors; 330,000 compounds, 0.52% hits;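 note: potency is the fitted concentration of half-maximal effect; plate controls were no compound for no effect and no enzyme for full effect; nearly all actives have a fitted effect of over 20% in size; some results filed as inactive show a strong effect at the top dose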
Target sequence (P00811 whole entry, looked up): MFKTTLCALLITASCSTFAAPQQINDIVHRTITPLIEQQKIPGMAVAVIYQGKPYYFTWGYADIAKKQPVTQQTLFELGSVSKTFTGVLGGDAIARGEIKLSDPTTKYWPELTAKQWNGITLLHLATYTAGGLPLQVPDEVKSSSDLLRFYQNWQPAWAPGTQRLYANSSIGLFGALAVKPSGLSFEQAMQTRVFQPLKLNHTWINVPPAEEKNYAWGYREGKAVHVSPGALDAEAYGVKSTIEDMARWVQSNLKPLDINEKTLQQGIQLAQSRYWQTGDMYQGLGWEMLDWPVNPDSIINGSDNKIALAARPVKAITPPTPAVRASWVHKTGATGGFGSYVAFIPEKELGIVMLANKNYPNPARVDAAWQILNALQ
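20 mM phosphate pH 7.0 + 0.01% (detergent screen) or 0.0001% Triton X-100; 5.3 nM AmpC reagent; cpd preinc 15 min RT; nitrocefin (800 uM stock) to start; A480 q20 s × 4 min; Activity was normalised to no-enzyme and no-compound control wells.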
FBPA Giardia inh: inhibitors of Giardia lamblia fructose-1,6-bisphosphate aldolase | A8B2U2 | purified Giardia FBPA | Potency, µM (highest dose often 59.6 µM), inactives show at the highest dose activity, negative = inhibition, actives largely listed as inhibitors | 290,000 compounds, 0.71% hits | AID 2451; note: potency is the fitted concentration of half-maximal effect; % is set by controls: 0 for no effect and ±100 for the full control effect; nearly all actives have a fitted effect of over 55% in size
Target sequence (A8B2U2 whole entry, looked up): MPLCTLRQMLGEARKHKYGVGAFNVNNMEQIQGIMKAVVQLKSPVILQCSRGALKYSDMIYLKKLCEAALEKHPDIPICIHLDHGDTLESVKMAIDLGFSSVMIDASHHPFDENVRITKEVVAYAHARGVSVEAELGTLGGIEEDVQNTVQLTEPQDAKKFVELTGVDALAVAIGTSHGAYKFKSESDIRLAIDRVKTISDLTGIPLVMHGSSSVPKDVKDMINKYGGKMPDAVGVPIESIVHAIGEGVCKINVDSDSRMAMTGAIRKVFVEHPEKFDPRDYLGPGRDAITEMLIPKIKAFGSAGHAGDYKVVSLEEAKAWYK
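Giardia FBPA (40 nM reagent) was preincubated 10 min at RT with compound (up to 57.5 uM final), then substrate plus GAPDH/TPI/NAD/arsenate coupling system with diaphorase/resazurin was added; resorufin fluorescence (525/598 nm) was read after 20 min.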
AmpC inh detg: inhibitors of E. coli AmpC beta-lactamase with detergent. 370,000 compounds, 0.041% hits. AmpC hydrolysis of nitrocefin, absorbance 480 nm, 0.01% Triton. Potency, µM (doses to about 114 µM), inactives show at the highest dose activity change, negative = inhibition, most hits filed as inhibitors;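 note: potency is the fitted concentration of half-maximal effect; 0% = no-compound wells and -100% = no-enzyme wells; nearly all actives have a fitted effect of over 25% in size; some results filed as inactive show a strong effect at the top dose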
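AmpC (5.3 nM in the dispensed reagent) in 20 mM phosphate pH 7.0 with 0.01% (detergent screen) or 0.0001% Triton X-100 was preincubated with compounds for 15 min at room temperature. Nitrocefin was then added from an 800 uM solution, and hydrolysis was followed at 480 nm.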
HCMV inh: inhibitors of human cytomegalovirus; HFF cells, HCMV-luciferase reporter, 72 h; stronger effect = lower value; 410,000 compounds, 4.5% hits; activity change, negative = inhibition, % at 57.5 µM; in the data active = activity change below about -60%; inconclusive = no clear call, values can overlap the other calls; inactive = above about -39%; note: % is set by controls: 0 for no effect and ±100 for the full control effect
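Two compound doses tested in HFFs infected with HCMV-luciferase, MOI 1 PFU/cell, 72 h at 37C. Lysate luminescence read with OneGlo; data normalized against buffer-only and 10uM Salinomycin inhibitor controls.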
Shiga inhibitor: Shiga toxin inhibition. Vero cells, Shiga toxin protein synthesis inhibition reporter. inhibition, % at 38.7 µM. 290,000 compounds, 9.2% hits; in the data active = inhibition mostly above about 28%, no sharp cut-off; inactive = mostly below about 43%; note: 0% is about no effect
* marks the source's active call; other numbers are inactive results; ? = inconclusive; · = no result given; [ ] = another dose, or the depositor's remark. Unless noted, calls come from the whole dose curve; as a rule, active = well fitted curve in the direction sought with a large enough effect; inconclusive = small, poorly fitted or top-dose-only effect, or another doubt; inactive = no such curve, though single readings can be large; an effect the other way counts as inactive or inconclusive.

The opening 6 entries, ahead of the listing:
nr	SMILES	HCMV inh	AmpC inh detg	FBPA Giardia inh	AmpC no deterg	AMA1 RON2 block	CHX counter	Shiga inhibitor
1	COc1ccc(N2CCN(C(=O)c3ccc(CNS(=O)(=O)c4cc(C)ccc4C)cc3)CC2)cc1	?	0%	·	78%[activator]	-28%	3	6
2	CCc1ccccc1N1CC(C(=O)N2Cc3ccccc3CC2C(N)=O)CC1=O (stereo not given)	-13	·	·	-15%	3%	·	·
3	Cc1cccc2cc(C(c3nnnn3Cc3ccccc3)N3CCN(c4ccccc4)CC3)c(=O)[nH]c12 (stereo not given)	-21	0%	-10%	5%	-19%	6	-7
4	COCCNC(=S)N1CCc2cc(OC)c(OC)cc2C1c1cccs1 (stereo not given)	24	3%	2%	165%[activator]	-6%	3	-14
5	O=C(c1ccc2[nH]c(=O)c(=O)[nH]c2c1)N1CCN(c2ccccc2)CC1	-28	-3%	·	-27%	0%	-8	11
6	C=CCn1c(=O)c(C(=O)Nc2cc(C)ccn2)c(O)c2ccccc21	-3	-1%	4%	12%	8%	7	·

The listing, previewed entries included:
nr	SMILES	HCMV inh	AmpC inh detg	FBPA Giardia inh	AmpC no deterg	AMA1 RON2 block	CHX counter	Shiga inhibitor
1	COc1ccc(N2CCN(C(=O)c3ccc(CNS(=O)(=O)c4cc(C)ccc4C)cc3)CC2)cc1	?	0%	·	78%[activator]	-28%	3	6
2	CCc1ccccc1N1CC(C(=O)N2Cc3ccccc3CC2C(N)=O)CC1=O (stereo not given)	-13	·	·	-15%	3%	·	·
3	Cc1cccc2cc(C(c3nnnn3Cc3ccccc3)N3CCN(c4ccccc4)CC3)c(=O)[nH]c12 (stereo not given)	-21	0%	-10%	5%	-19%	6	-7
4	COCCNC(=S)N1CCc2cc(OC)c(OC)cc2C1c1cccs1 (stereo not given)	24	3%	2%	165%[activator]	-6%	3	-14
5	O=C(c1ccc2[nH]c(=O)c(=O)[nH]c2c1)N1CCN(c2ccccc2)CC1	-28	-3%	·	-27%	0%	-8	11
6	C=CCn1c(=O)c(C(=O)Nc2cc(C)ccn2)c(O)c2ccccc21	-3	-1%	4%	12%	8%	7	·
7	CCc1cccc(NC(=O)c2ccc(CNc3c(N4CCCC4)c(=O)c3=O)cc2)c1	?	7%	1%	-28%	-5%	-2	7
8	Cc1ccc(C)c(NC(=S)NNC(=O)c2csc(C)c2C)c1	12	-6%	10%	-54%	31%[activator][11.6 µM]	18*	22*
9	COc1cccc(C(c2nnnn2Cc2ccc(F)cc2)N2CCC(C(N)=O)CC2)c1OC (stereo not given)	50	3%	1%	12%	0%	-1	-51
10	CCn1c2ccccc2c2cc(C3N=C(N)Nc4nc5ccccc5n43)ccc21 (stereo not given)	32	3%	9%	1%	10%	4	-20
11	Cc1ccc(-n2nc3c(n2)/C(=N/O)CC/C3=N\O)cc1	114	-8%	-1%	-19%	-4%	44*	48*
12	O=C1NC(=O)C(=Cc2ccc(-c3cc(Cl)ccc3[N+](=O)[O-])o2)C(=O)N1	-8	-4%	-21%	-27%	-21%	-1	-3
13	COc1ccc2nc3oc(C(=O)NCc4cccs4)cc3cc2c1	-13	-8%	0%	-13%	-11%	3	26
14	COc1ccc(Cn2c(C)nc3ccc([N+](=O)[O-])cc3c2=O)cc1	44	-17%	5%	16%	-5%	-4	-1
15	CC1(C)OC(=O)N(CCC(=O)Nc2cccc(F)c2)C1(C)O (stereo not given)	12	-3%	-7%	-1%	1%	-3	2
16	c1ccc(NCc2ccncc2)cc1	43	2%	8%	-7%	6%	1	3
17	COc1ccc(F)c(CN2CCN(CCc3ccccc3)C(CCO)C2)c1 (stereo not given)	20	-11%	-3%	0%	-25%	-1	·
18	Cn1c(=O)c(=O)n(C)c2cc(S(=O)(=O)N3CCC(Cc4ccccc4)CC3)ccc21	-23	4%	1%	-13%	-10%	-4	10
19	COc1ccc(CCN2C(=O)C(Oc3ccccc3C)C2c2ccc3c(c2)OCO3)cc1 (stereo not given)	-32	?	-1%	-13%	-2%	3	-8
20	Cc1ccc(OCCOc2ccc(Cl)cc2Cl)c([N+](=O)[O-])n1	-2	-1%	2%	-17%	0%	52*	106*
21	COc1ccc(C)cc1NC(=O)c1cccc(C(=O)Nc2cc(C)ccc2OC)c1	-16	?	1%	-35%	22%	-2	·
22	CCOc1ccc(C(=O)NC2CCN(C(=O)N3CCCC3)CC2)cc1	-10	-12%	0%	0%	-2%	1	10
23	Cc1ccc(NC(=O)NCC2CC2(Cl)Cl)cc1 (stereo not given)	10	0%	14%	-42%	-3%	31*	125*
24	CCCOc1ccc2cc(-c3ccccn3)c(=O)oc2c1	-77*	0%	-8%	-4%	38%[activator]	39*	-11
25	Cc1cc(C)c(NC(=O)CN(C)C(=O)c2ccc(OCc3ccccc3)cc2)c(C)c1	11	-14%	·	-16%	2%	·	·
26	COc1ccc(SCCc2ccncc2)cc1	-18	-1%	?	2%	7%	-3	-9
27	COc1ccccc1NS(=O)(=O)c1cc(NC(=O)CN2C(=O)NC3(CCCC3)C2=O)ccc1C	22	2%	·	-1%	-4%	·	·
28	Fc1cccc(NC(=S)N2CCN(c3ccccn3)CC2)c1	-3	-1%	2%	-11%	4%	0	8
29	CC1CCCN(c2cc3c(cc2[N+](=O)[O-])C(=O)N(c2ccccc2)C3=O)C1 (stereo not given)	3	?	-2%	-28%	-18%	-1	-3
30	Cc1ccc(C(=O)NCCn2cc(SCC(=O)Nc3nnc(C)s3)c3ccccc32)cc1	-21	-13%	-9%	12%	-2%	8	-7
31	CC(C)CCn1c(=O)c(C(=O)NCc2ccc3c(c2)OCO3)c(O)c2ccccc21	-16	7%	-2%	-20%	10%	-4	-10
32	CC(C)OC(=O)C(CC(=O)O)N1CCOCC1 (stereo not given)	14	-3%	-3%	-19%	1%	-2	-6
33	O=C(c1ccncc1)N1CCN(S(=O)(=O)c2cccc(F)c2)CC1	-8	6%	·	87%[activator]	2%	-3	-19
34	COc1ccccc1/C=C/C=N/NC(=O)Cc1cccs1	21	-15%	0%	-23%	54%[activator]	42*	73*
35	O=C(O)c1ccc(NS(=O)(=O)c2ccc(Cl)c(C(=O)Nc3ccccc3[N+](=O)[O-])c2)cc1	42	3%	16%	-23%	2%	1	-13
36	NS(=O)(=O)c1ccc2nc(NC(=O)c3ccc4ncsc4c3)sc2c1	·	3%	·	-18%	25%	9.3*	33

The list goes on (3 carried over from the part before).
nr	SMILES	HCMV inh	AmpC inh detg	FBPA Giardia inh	AmpC no deterg	AMA1 RON2 block	CHX counter	Shiga inhibitor
34	COc1ccccc1/C=C/C=N/NC(=O)Cc1cccs1	21	-15%	0%	-23%	54%[activator]	42*	73*
35	O=C(O)c1ccc(NS(=O)(=O)c2ccc(Cl)c(C(=O)Nc3ccccc3[N+](=O)[O-])c2)cc1	42	3%	16%	-23%	2%	1	-13
36	NS(=O)(=O)c1ccc2nc(NC(=O)c3ccc4ncsc4c3)sc2c1	·	3%	·	-18%	25%	9.3*	33
37	CC12CC(c3ccccc3O1)C(C(=O)OCc1ccccc1)C(=O)N2 (stereo not given)	9	5%	4%	-15%	-7%	7	-6
38	COc1cccc(C(=O)OCC(=O)Nc2sc3c(c2C(N)=O)CCC3)c1O	2	-12%	·	-26%	11%	·	·
39	COc1ccccc1CN(C)CC(=O)Nc1cccc2ccccc12	-16	2%	1%	-4%	13%	-3	-4
40	COc1ccccc1CNC(=O)CN(C)S(=O)(=O)c1ccc2c(c1)c(=O)n(C)c(=O)n2C	-23	1%	·	-1%	0%	-4	-3
41	CCn1c(=O)c2sccc2n(CC(=O)NC2CCCCC2)c1=O	12	2%	14%	-10%	-2%	-2	-10
42	CCn1cc(CN2CCC(n3nccc3NC(=O)CCCc3ccccc3)CC2)c(C)n1	-21	-4%	4%	22%	-7%	-2	-4
43	CCOC(=O)N1CCN(S(=O)(=O)c2ccc3[nH]c(=O)oc3c2)CC1	-16	3%	5%	3%	6%	-3	14
44	Cc1ccc(Nc2nc(N)nc(CSc3ncccn3)n2)cc1	-19	-2%	2%	-11%	-8%	29*	68*
45	CC12CCC=CC1C(c1ccc(/C=C/c3ccccc3)cc1F)N(Cc1ccccc1)C2=O (stereo not given)	·	·	-2%	·	·	18	19
46	CCOc1ccc(C2C3=C(CC(C)(C)CC3=O)N(CC(=O)O)C3=C2C(=O)CC(C)(C)C3)cc1OCC	-16	2%	5%	19%	7%	5	9
47	CCCC1=C(C(=O)OCC)C(c2c(C)nn(-c3ccccc3)c2Cl)C(C#N)=C(N)O1 (stereo not given)	-4	-6%	-5%	·	-5%	16	-16
48	COc1cccc(NC(=O)C2COc3ccccc3O2)c1 (stereo not given)	84	?	12%	-1%	12%	60*	·
49	CCn1nc(C(C)C(=O)O)c2ccccc2c1=O (stereo not given)	29	-5%	4%	-18%	20%	-3	19
50	O=C(Nn1cnnc1)c1ccc(F)cc1	35	?	2%	-8%	-2%	-2	-14
51	COc1ccccc1NC(=O)COc1cccc2c1CCNC2=O	-13	-15%	·	-20%	14%	·	·
52	Cc1nonc1OCC(C)(COc1nonc1C)NC(=O)c1ccccc1	-15	-2%	5%	-23%	-6%	-1	12
53	COCCN(C(=O)COC(=O)CCc1ccccc1OC)c1c(N)n(Cc2ccccc2)c(=O)[nH]c1=O	4	9%	·	32%	-15%	·	·
54	O=C(COC(=O)CNC(=O)c1ccc(Cl)cc1)Nc1ncc(C(F)(F)F)cc1Cl	-6	?	4%	-36%	3%	-3	-10
55	CC(OC(=O)CCC(=O)c1cccs1)C(=O)Nc1ccc(Cl)cn1 (stereo not given)	-21	-12%	2%	-21%	8%	1	-6
56	Cn1c(CCC(=O)Nc2ccc(F)cc2)nc2cc(S(=O)(=O)N3CCOCC3)ccc21	-3	-17%	·	12%	-7%	·	·
